High-throughput results deposited in PubChem BioAssay by National Center for Advancing Translational Sciences (NCATS).
IDH1 R132H inh = inhibitors of human mutant IDH1 R132H; Potency, µM (top dose mostly 76.6 µM), for the others: top-dose activity change, negative = inhibition, usual class: inhibitors; IDH1-R132H enzyme, NADPH consumption, diaphorase/resazurin fluorescence; AID 602179; actives 0.093% (n = 390,000); note: potency is the fitted concentration of half-maximal effect; % is set by controls: 0 for no effect and ±100 for the full control effect; nearly all actives have a fitted effect of over 65% in size
Target sequence (O75874 whole entry R132H, stated change not applied): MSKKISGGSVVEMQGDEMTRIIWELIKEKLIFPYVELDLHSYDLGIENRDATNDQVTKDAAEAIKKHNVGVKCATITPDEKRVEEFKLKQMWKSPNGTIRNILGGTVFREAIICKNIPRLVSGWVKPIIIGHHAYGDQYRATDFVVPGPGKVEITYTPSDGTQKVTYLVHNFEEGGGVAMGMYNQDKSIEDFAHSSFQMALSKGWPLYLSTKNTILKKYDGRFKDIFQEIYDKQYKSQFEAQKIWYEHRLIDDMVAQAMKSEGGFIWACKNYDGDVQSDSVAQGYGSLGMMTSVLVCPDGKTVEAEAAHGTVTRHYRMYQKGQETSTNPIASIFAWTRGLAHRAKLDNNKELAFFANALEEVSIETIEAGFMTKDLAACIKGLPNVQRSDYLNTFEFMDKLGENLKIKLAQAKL
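IDH1-R132H (0.5 ug/mL dispensed) in pH 7.5 Tris buffer was preincubated 30 min with compound, then given a substrate mix of 0.016 mM NADPH and 2 mM alpha-KG for 80 min at room temperature; remaining NADPH was read by diaphorase/resazurin fluorescence.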
TrxR1 inh = inhibitors of rat thioredoxin reductase 1; AID 588453; actives 1% (n = 390,000); Potency, µM (doses to about 114 µM), without a hit: top-dose activity change, negative = inhibition, hits mostly inhibitors; recombinant rTrxR1, NADPH fluorescence consumption, selenite substrate; O89049; note: potency is the fitted concentration of half-maximal effect; % is set by controls: 0 for no effect and ±100 for the full control effect; nearly all actives have a fitted effect of over 65% in size
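Rat TrxR1 (90 nM in the dispensed reagent) was pre-reduced with 400 uM NADPH for 5 min at room temperature, then incubated with compound for 15 min. After 400 uM selenite was added, NADPH fluorescence (Ex 340/Em 450 nm) was followed for 8 min.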
TrxR1 substrate = substrates of rat thioredoxin reductase 1; O89049; purified TrxR1 substrate turnover, NADPH consumption readout; Potency, µM (series often up to 114 µM), for the others: at the top dose activity change, negative = substrate turnover; actives 0.01% (n = 390,000); AID 588456; note: potency is the fitted concentration of half-maximal effect; % is set by controls: 0 for no effect and ±100 for the full control effect; nearly all actives have a fitted effect of over 50% in size
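Rat TrxR1, dispensed at 90 nM, was prereduced with 400 uM NADPH (final) for 5 min at ~22 deg C, then incubated with compound 15 min before 400 uM selenite. A first-read NADPH fluorescence drop versus no-compound background flagged substrates.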
GLS inhibitor = glutaminase GLS (human) inhibition | AID 624170 | O94925 | actives 0.21% (n = 410,000) | Potency, µM (highest dose often 45.5 µM), for inactives: at the top dose activity change, negative = inhibition, hits mostly inhibitors | GLS enzymatic activity, qHTS titration; note: potency is the fitted concentration of half-maximal effect; % is set by controls: 0 for no effect and ±100 for the full control effect
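Assay buffer: 45 mM KH2PO4 pH 8.2, 0.02% Tween-20. hKGA acts on L-glutamine (1 mM solution added); product glutamate is reported by an oxidase/peroxidase Amplex Red coupling, with fluorescence taken at baseline and 30 min.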
PI4K2A block = inhibitors of human PI4K2A. activity change, negative = inhibition, % at 76.9 µM. purified PI4K2A, ADP-Glo luminescence, 1 h; stronger effect = lower value. actives 0.13% (n = 420,000); in the data active = activity change below about -50%; inconclusive = mostly about -30% to -49%;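 note: -100% = wells without enzyme as full effect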
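In this quantitative HTS, ADP production by PI4K2A was quantified luminescently after 1 h at ambient temperature; 100 microM adenosine served as plate-quality control.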
Pin1 inh = human Pin1 inhibition. Q13526. Pin1 FP peptide displacement, HiFluor488, 10 min. Potency, µM (highest dose often 115 µM), without a hit: at the highest dose activity, negative = inhibition, usual class: inhibitors. actives 0.009% (n = 390,000); active = well fitted inhibition curve with a large enough effect in the polarisation, with a control signal flat, not every such curve was filed as active; inconclusive = small, poorly fitted or top-dose-only effect, or effect the other way, or a change in a side signal; inactive = no such curve, though single readings can be large or run the other way; the % refers to the polarisation; note: potency is the fitted concentration of half-maximal effect; % is set by controls: 0 for no effect and ±100 for the full control effect
Target sequence (Q13526 whole entry, looked up): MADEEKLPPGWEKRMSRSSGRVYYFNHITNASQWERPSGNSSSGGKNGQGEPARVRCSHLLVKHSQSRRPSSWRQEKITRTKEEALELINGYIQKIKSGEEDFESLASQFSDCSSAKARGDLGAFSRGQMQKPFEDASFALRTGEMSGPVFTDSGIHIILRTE
USP1-UAF1 inh = blocks the human USP1/UAF1 deubiquitinase complex; Potency, µM (series often up to 57.1 µM), inactives show at the top dose activity change, negative = inhibition, most hits filed as inhibitors; actives 0.23% (n = 390,000); O94782; recombinant USP1/UAF1, Ub-Rhodamine cleavage fluorescence; note: potency is the fitted concentration of half-maximal effect; % is set by controls: 0 for no effect and ±100 for the full control effect; nearly all actives have a fitted effect of over 60% in size; inactives centre near -12
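Step one: compound is pinned into 1nM USP1/UAF1 in HEPES pH 7.8 buffer with TCEP. Step two: 15 min room-temperature incubation. Step three: Ub-Rho (150nM final) starts cleavage, tracked by fluorescence over six one-minute reads.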
Tb PGK inh = blocks T. brucei phosphoglycerate kinase | PGK/GAPDH coupled, Kinase-Glo luminescence, 60 min | Potency, µM (doses to about 57.5 µM), inactives show top-dose activity change, negative = inhibition, actives largely listed as inhibitors | actives 0.043% (n = 380,000); note: potency is the fitted concentration of half-maximal effect; % is set by controls: 0 for no effect and ±100 for the full control effect; nearly all actives have a fitted effect of over 60% in size
Target sequence (P07378 whole entry, looked up): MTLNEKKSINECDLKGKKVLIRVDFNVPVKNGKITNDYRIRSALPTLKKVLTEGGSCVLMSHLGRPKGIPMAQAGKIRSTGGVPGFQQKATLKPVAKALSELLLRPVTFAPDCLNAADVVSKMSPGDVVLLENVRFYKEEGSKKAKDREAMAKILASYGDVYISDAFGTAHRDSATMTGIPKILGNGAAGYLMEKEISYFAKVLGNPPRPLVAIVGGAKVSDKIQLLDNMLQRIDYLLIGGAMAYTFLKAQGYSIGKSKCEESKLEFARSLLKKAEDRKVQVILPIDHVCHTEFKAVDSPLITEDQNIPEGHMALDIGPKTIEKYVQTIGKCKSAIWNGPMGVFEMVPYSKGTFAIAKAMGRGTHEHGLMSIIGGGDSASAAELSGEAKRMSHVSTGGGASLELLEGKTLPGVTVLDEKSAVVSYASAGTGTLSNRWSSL
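Recombinant glycosomal PGK reaction used 1,3-bisphosphoglycerate generated in-well by GAPDH (100nM final) in 100mM TEA pH 7.6, 5mM MgCl2, 0.01% Tween-20. After 60 minutes at room temperature, ATP was read by Kinase-Glo Plus luminescence end-point.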
HP1b binding inh = inhibitors of HP1-beta chromodomain binding to methylated histone tails; P83916; AlphaScreen HP1-beta / biotin-H3K9me3 peptide binding; Potency, µM (doses to about 114 µM), without a hit: at the top dose activity change, negative = inhibition, hits mostly inhibitors; actives 0.56% (n = 390,000); AID 540317; note: potency is the fitted concentration of half-maximal effect; nearly all actives have a fitted effect of over 70% in size; inactives centre near 23
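Compound inhibition of the preformed complex between 50 nM HP1-beta and 50 nM biotinylated H3K9me3 peptide was read by AlphaScreen. Buffer was PBS pH 7.4 with 0.01% Tween-20. Incubations ran 30 min at room temperature, with 10 ug/mL donor/acceptor beads.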
* = called active by the depositor; & = joins results of further samples; [ ] = remark or other dose. Unless noted, calls come from the whole dose curve; as a rule, active = well fitted curve in the direction sought with a large enough effect; inconclusive = small, poorly fitted or top-dose-only effect, or another doubt; inactive = no such curve, though single readings can be large; an effect the other way counts as inactive or inconclusive.

`Cc1ccc(NC(=O)C2CC(=O)N(c3ccc4c(c3)OCCO4)C2)cc1S(=O)(=O)N1CCCCCC1` (centres undefined) gave IDH1 R132H inh 0%, TrxR1 inh -6%[57.1 µM], TrxR1 substrate -7%[57.1 µM], GLS inhibitor 6%, PI4K2A block -2, Pin1 inh 5%, USP1-UAF1 inh -2%, Tb PGK inh -10% and HP1b binding inh 0%.
`O=C(Nc1ccn(Cc2ccccc2F)n1)c1ccc(COc2ccc(Br)cc2)cc1` gave IDH1 R132H inh 0%, TrxR1 inh 35%, TrxR1 substrate 6%, GLS inhibitor -5%, PI4K2A block 8, Pin1 inh 9%, USP1-UAF1 inh -16%, Tb PGK inh -1% and HP1b binding inh 33%[activator].
c1ccc2sc(NN=C3CCCCCC3)nc2c1 was read as IDH1 R132H inh -1%, TrxR1 inh -19%, TrxR1 substrate -18%, GLS inhibitor -1%, PI4K2A block -2, Pin1 inh -1%, USP1-UAF1 inh -8%, Tb PGK inh -13% and HP1b binding inh 7%.
For CCS(=O)(=O)c1ccc2oc(SCC(=O)NC3CCCC(C)C3C)nc2c1 (centres undefined) the results were IDH1 R132H inh -1%, TrxR1 inh 3%[57.1 µM], TrxR1 substrate 2%[57.1 µM], GLS inhibitor -2%, PI4K2A block 3, Pin1 inh 1%, USP1-UAF1 inh 3%, Tb PGK inh -5% and HP1b binding inh 29%.
For Cc1cccc(-c2c3c(=O)n(C)c(=O)n(C)c3cn2-c2ccccc2O)c1 the results were IDH1 R132H inh 5%, TrxR1 inh -3%, TrxR1 substrate -2%, GLS inhibitor 28%, PI4K2A block -20, Pin1 inh 4%, USP1-UAF1 inh -18%, Tb PGK inh inactive and HP1b binding inh 30%.
Screening Cn1c(C(=O)O)ccc1S(=O)(=O)N1CCCCCC1 returned IDH1 R132H inh 2%, TrxR1 inh 14%[57.1 µM], TrxR1 substrate 0%[57.1 µM], GLS inhibitor 15%, PI4K2A block 0, Pin1 inh -2%, USP1-UAF1 inh -1%, Tb PGK inh -5% and HP1b binding inh 28%.
For CN(C)CCCNC(=O)c1cc(C(=O)c2ccccc2)c[nH]1 the results were IDH1 R132H inh -3%, TrxR1 inh -10%, TrxR1 substrate -7%, GLS inhibitor 4%, PI4K2A block 6, Pin1 inh -2%, USP1-UAF1 inh -20%, Tb PGK inh 3% and HP1b binding inh 20%.
Cc1ccc(NC(=O)Cc2csc(C)n2)c(C)c1 was read as IDH1 R132H inh 10%, TrxR1 inh 2%, TrxR1 substrate 3%, GLS inhibitor 6%, PI4K2A block 2, Pin1 inh -1%, USP1-UAF1 inh -19%, Tb PGK inh 7% and HP1b binding inh 26%.
For CCCCC(CC)CNS(=O)(=O)c1ccc2c(c1)CCN2C(=O)CCC(=O)O (centres undefined) the results were IDH1 R132H inh 9%, TrxR1 inh -2%, TrxR1 substrate -4%, GLS inhibitor 0%, PI4K2A block 1, Pin1 inh -2%, USP1-UAF1 inh -11%, Tb PGK inh -1% and HP1b binding inh 21%.
Screening Cn1c(=O)c(C(=O)NCC2CCCO2)c(O)c2ccccc21 (centres undefined) returned IDH1 R132H inh 5%, TrxR1 inh 0%, TrxR1 substrate 0%, GLS inhibitor 1%, PI4K2A block 1, Pin1 inh 0%, USP1-UAF1 inh 2%, Tb PGK inh inactive and HP1b binding inh 9%.
`CN(C)CCOCCOc1ccc(Cl)cc1C(C)(C)C` gave IDH1 R132H inh 13%, TrxR1 inh 18%[57.1 µM], TrxR1 substrate 0%[57.1 µM], GLS inhibitor -9%, PI4K2A block -1, Pin1 inh 1%, USP1-UAF1 inh -4%, Tb PGK inh -8% and HP1b binding inh inconclusive.
Screening CN(C)S(=O)(=O)c1ccc(C(=O)Nc2nnc(-c3cccs3)o2)cc1 returned IDH1 R132H inh 5%, TrxR1 inh 7%, TrxR1 substrate -6%, GLS inhibitor -6%, PI4K2A block 1, Pin1 inh -2%, USP1-UAF1 inh -21% and HP1b binding inh 66%[activator].
For O=c1oc2ccc(F)cc2cc1-c1nc(-c2cccs2)no1 the results were IDH1 R132H inh 6%, TrxR1 inh 23%, TrxR1 substrate 0%, GLS inhibitor -11%, PI4K2A block 4, Pin1 inh 17%, USP1-UAF1 inh 13%, Tb PGK inh 0% and HP1b binding inh 23%.
`Cn1c(SCC(N)=O)nnc1C1CCN(C(=O)NCc2ccccc2)CC1` gave IDH1 R132H inh -2%, TrxR1 inh -4%, TrxR1 substrate -2%, GLS inhibitor 6%, PI4K2A block -2, Pin1 inh -1%, USP1-UAF1 inh -12%, Tb PGK inh 3% and HP1b binding inh 31%.
For CCC(Oc1ccccc1)C(=O)Nc1nc2c(s1)C(=O)CC(C)(C)C2 (centres undefined) the results were IDH1 R132H inh 1%, TrxR1 inh 6%, TrxR1 substrate -5%, GLS inhibitor -1%, PI4K2A block 2, Pin1 inh 2%, USP1-UAF1 inh -17%, Tb PGK inh 10% and HP1b binding inh 68%[activator].

Looked up by structure from the list above, 2 records:
Screening Cn1c(C(=O)O)ccc1S(=O)(=O)N1CCCCCC1 returned IDH1 R132H inh 2%, TrxR1 inh 14%[57.1 µM], TrxR1 substrate 0%[57.1 µM], GLS inhibitor 15%, PI4K2A block 0, Pin1 inh -2%, USP1-UAF1 inh -1%, Tb PGK inh -5% and HP1b binding inh 28%.
Cc1ccc(NC(=O)Cc2csc(C)n2)c(C)c1 was read as IDH1 R132H inh 10%, TrxR1 inh 2%, TrxR1 substrate 3%, GLS inhibitor 6%, PI4K2A block 2, Pin1 inh -1%, USP1-UAF1 inh -19%, Tb PGK inh 7% and HP1b binding inh 26%.

Remaining list, next part:
COc1ccc(C(=O)NC2=NCCS2)cc1S(=O)(=O)N1CCCCC1C (centres undefined) was read as IDH1 R132H inh 2%, TrxR1 inh 16%[57.1 µM], TrxR1 substrate 4%[57.1 µM], GLS inhibitor -1%, PI4K2A block -2, Pin1 inh -4%, USP1-UAF1 inh 6%, Tb PGK inh -8% and HP1b binding inh 35%.
COc1ccc(NC(=O)/C=C/c2ccc(OC)c(OC)c2)cn1 was read as IDH1 R132H inh 0%, TrxR1 inh 10%[57.1 µM], TrxR1 substrate -7%, GLS inhibitor 4%, PI4K2A block -3, Pin1 inh -5%, USP1-UAF1 inh -24%, Tb PGK inh inactive and HP1b binding inh 13%.
Screening COC(=O)N(C)C[C@@H]1OCc2cnnn2CCCC(=O)N([C@@H](C)CO)C[C@H]1C returned IDH1 R132H inh -2%, GLS inhibitor 15%, PI4K2A block -8, USP1-UAF1 inh -11% and Tb PGK inh 7%.
CC(C)(C)OC(=O)NCC(=O)NNC(=O)C(C(=O)OCc1ccccc1)c1ccccc1 (centres undefined) was read as TrxR1 inh 4%[57.1 µM], TrxR1 substrate -6%[57.1 µM], GLS inhibitor 8%, PI4K2A block 0, Pin1 inh -3%&0%, Tb PGK inh -7% and HP1b binding inh 52%[activator].
COc1cc(OC)cc(C(=O)N[C@H](C(=O)NNC(=O)c2ccc(Br)cc2)C(C)C)c1 was read as IDH1 R132H inh -3%, TrxR1 inh 25%, TrxR1 substrate 4%, GLS inhibitor -4%, PI4K2A block 4, Pin1 inh 8%, USP1-UAF1 inh inconclusive, Tb PGK inh inactive and HP1b binding inh 10%.
Screening Nc1ccc(-n2nncc2-c2ccc(Cl)cc2)cc1 returned IDH1 R132H inh 3%, TrxR1 inh 21%, TrxR1 substrate 7%, GLS inhibitor -3%, PI4K2A block 3, Pin1 inh 0%, USP1-UAF1 inh -12%, Tb PGK inh 6% and HP1b binding inh -4%.
For CCOC(=O)C1CCN(S(=O)(=O)c2c(C)n(C)c(=O)n(C)c2=O)CC1 the results were IDH1 R132H inh -5%, TrxR1 inh 24%[57.1 µM], TrxR1 substrate 10%[57.1 µM], GLS inhibitor -4%, PI4K2A block 2, Pin1 inh -12%, USP1-UAF1 inh 1%, Tb PGK inh 0% and HP1b binding inh 31%.
Cc1cc(N2C(=O)C3C4CC(c5ccccc5)C(C4)C3C2=O)no1 (centres undefined) was read as IDH1 R132H inh 11%, TrxR1 inh 24%[57.1 µM], TrxR1 substrate -12%[57.1 µM], GLS inhibitor -1%, PI4K2A block -3, Pin1 inh -7%, USP1-UAF1 inh -8%, Tb PGK inh inactive and HP1b binding inh 47%[activator].
For CSc1ccc(N/N=C(/C#N)S(=O)(=O)C(C)(C)C)cc1 the results were IDH1 R132H inh -3%, TrxR1 inh 17%[57.1 µM], TrxR1 substrate -8%, GLS inhibitor 13%, PI4K2A block 0, Pin1 inh -11%, USP1-UAF1 inh -11%, Tb PGK inh inactive and HP1b binding inh inconclusive.
Screening O=C1NC(=O)N(C2CCCCC2)CC1Br (centres undefined) returned IDH1 R132H inh -3%, TrxR1 inh 30%, TrxR1 substrate 5%, GLS inhibitor -13%, PI4K2A block 9, Pin1 inh -2%, USP1-UAF1 inh -13%, Tb PGK inh 0% and HP1b binding inh -5%.

Only part of the results is shown; count on the stated rates, not on these rows.
